# High-throughput results (PubChem BioAssay)
# M1 PAM parental: nonselective calcium activators in parental CHO-K1 cells, primary screen, counter-screen for M1 PAM project, cell-based, Fluo-8 calcium fluorescence, full deck, 1536-well; ATP EC20; 0% at ATP EC20, 100% at ATP max; activation, % at 3 µM; 0.02% of 360,000 active; AID 602247, 2012;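 active = activation above the run cutoff, the mean activation of all test compounds plus 3 SD, cut at about 40% in these data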;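 note: peak over basal fluorescence ratio in a 140 s read after ATP addition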
# OXTR potentiate: human OXTR potentiators, primary screen, fluorescence, CHO-OTR cells, Fluo-8 calcium. 0.061% of 320,000 active. Fluo-8 calcium fluorescence, potentiator mode; 0% = oxytocin EC15, 100% = EC100. Oxytocin receptor (Homo sapiens), P30559. AID 2445, 2010. activation, % at 3 µM;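 active = activation above that plate's cutoff, the mean activation of tested compounds plus 3 SD, cut at about 6.6% in these data, passing the limit was not always enough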;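 note: 100% uses oxytocin at 75 nM as the full agonist control; some results filed as inactive read as strong as hits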
# Target sequence (P30559 whole entry, looked up): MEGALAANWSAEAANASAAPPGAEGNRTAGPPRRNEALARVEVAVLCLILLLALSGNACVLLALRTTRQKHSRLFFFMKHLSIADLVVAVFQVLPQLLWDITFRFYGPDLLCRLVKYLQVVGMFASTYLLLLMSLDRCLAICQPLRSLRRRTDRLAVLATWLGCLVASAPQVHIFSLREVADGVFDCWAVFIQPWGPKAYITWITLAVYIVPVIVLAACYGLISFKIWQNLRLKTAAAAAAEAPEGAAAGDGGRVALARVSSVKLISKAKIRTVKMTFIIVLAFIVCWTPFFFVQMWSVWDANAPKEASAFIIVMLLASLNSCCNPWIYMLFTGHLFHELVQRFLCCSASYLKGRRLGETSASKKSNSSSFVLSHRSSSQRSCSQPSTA
#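 System: human OTR in CHO cells / Also added: sub-maximal oxytocin, roughly EC15 / Control set: EC15 oxytocin low, 75 nM oxytocin high / Schedule: 6 min compound pre-incubation at room temperature, 100 s kinetic read / Compound: single-point 3.0 µM / Replication: singlicate / Technique: Fluo-8 calcium dye fluorescence / Read-out basis: % activation of max/min ratio relative to oxytocin controls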
# V1R ag counter: agonists of human V1a receptor, primary screen, counter-screen for OXTR agonist project, fluorescence, CHO-V1R cells; Vasopressin V1a receptor (Homo sapiens), P37288; Fluo-8 calcium fluorescence, agonist mode; 0% DMSO, 100% 3 nM vasopressin; activation, % at 3 µM; 0.25% of 320,000 active; AID 2797, 2010;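 active = activation above the mean activation of all tested compounds plus 3 SD, per screening run, cut at about 20% in these data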;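 note: signal is peak over basal fluorescence ratio across a 100 second FLIPR read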
# Target sequence (P37288 whole entry, looked up): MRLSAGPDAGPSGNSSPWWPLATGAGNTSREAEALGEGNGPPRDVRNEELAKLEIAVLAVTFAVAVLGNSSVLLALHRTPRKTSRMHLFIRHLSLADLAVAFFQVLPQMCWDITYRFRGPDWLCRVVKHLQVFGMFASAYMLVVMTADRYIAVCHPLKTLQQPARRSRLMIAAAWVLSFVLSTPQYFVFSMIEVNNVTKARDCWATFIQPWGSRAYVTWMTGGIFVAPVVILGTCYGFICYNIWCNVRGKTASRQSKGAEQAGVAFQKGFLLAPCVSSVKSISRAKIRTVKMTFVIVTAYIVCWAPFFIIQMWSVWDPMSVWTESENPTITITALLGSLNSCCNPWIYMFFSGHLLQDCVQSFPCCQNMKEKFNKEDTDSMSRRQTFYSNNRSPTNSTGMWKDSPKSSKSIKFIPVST
# TAAR1 ag: human TAAR1 agonists, primary screen, Fluo-8 calcium fluorescence, CHO RD-HGA16 cells. Trace amine-associated receptor 1 (Homo sapiens), Q96RJ0. vehicle wells 0%, saturating PEA agonist 100%. activation, % at 3 µM. 0.99% of 360,000 active. AID 624467, 2012;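 active = activation above the mean activation of all test compounds in the run plus 3 SD, cut at about 38% in these data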
#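 Assay system: CHO-derived RD-HGA16 cells with stable Gα16 and human TAAR1; timing: 17-24 h seeding, 75 min 37 °C dye, 30 min RT; read-out: % activation from peak over basal fluorescence ratio, DMSO-to-PEA scaled; measured by: kinetic Fluo-8 calcium fluorescence; benchmarks: low control DMSO, high control PEA (EC100); doses: 3 µM single concentration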
# M1 ag: human M1 muscarinic receptor agonists, primary screen, Fluo-8 calcium fluorescence, CHO-K1 cells, HTS | CHO-K1 hM1, agonist mode; 0% DMSO, 100% acetylcholine EC100 | activation, % at 3 µM | 0.33% of 360,000 active;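 active = activation above the run's mean compound activation plus 3 SD, cut at about 16% in these data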;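 note: peak over basal fluorescence ratio within a 140 s kinetic read after compound addition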
# CHO parental Ca: ATP-evoked calcium signal inhibitors, parental CHO, primary screen, counter-screen for OX1R antagonist project, cell-based, fluorescence, Fluo-8 calcium dye | parental CHO-K1, ATP-induced calcium, Fluo-8 fluorescence | inhibition, % at 5.6 µM | 0.63% of 330,000 active;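 active = inhibition above that plate's mean sample inhibition plus 3 SD, cut at about 26% in these data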;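 note: 0% = ATP-challenged DMSO wells and 100% = DMSO wells without ATP; some compounds past the cut are filed as inactive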
#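 Test system: untransfected parental CHO cell line; also added: ATP stimulus; dosing: 5.6 µM, single dose; signal: calcium-sensitive Fluo-8 fluorescence; measure: percent inhibition of ATP-evoked calcium rise, normalized to controls; benchmarks: low control ATP plus DMSO, high control DMSO only; replication: one well per compound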
# M1 ag parental: counter-screen for M1 agonists: effect in parental CHO-K1 cells | Fluo-8 calcium fluorescence; scaled to maximal ATP response, vehicle zero | 0.48% of 360,000 active | activation, % at 3 µM | AID 602248, 2012; in the data active = activation above about 15%;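 note: untransfected CHO-K1 host cells lacking M1 receptor as counterscreen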
# TAAR1 antag: human TAAR1 antagonists, primary screen, Fluo-8 calcium fluorescence, CHO RD-HGA16 cells; antagonist; inhibition, % at 3 µM; 1.5% of 360,000 active; AID 624466, 2012;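 active = inhibition above a per-plate cutoff, the mean inhibition of test compounds on that plate plus 3 SD, cut at about 49% in these data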;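 note: 0% = DMSO plus EC80 beta-PEA response and 100% = DMSO alone without agonist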
#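 Test system: RD-HGA16 CHO cells with stable hTAAR1 and Gα16 / Probe or stimulus: EC80 β-phenethylamine stimulus / Times: seeding 17-24 h prior, 75-min 37 °C, 30-min RT dye loading / Detection: Fluo-8 calcium-sensitive fluorescence / Read-out basis: % inhibition scaled between DMSO and EC80 PEA controls / Repeats: singlicate, one well per test compound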
# CHO-K1 Ca antag: nonselective inhibitor or artifact in parental CHO-K1 cells; inhibition, % at 3 µM; 0.6% of 360,000 active; AID 602250; ATP-induced calcium, Fluo-8 fluorescence;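 active = inhibition above a per-plate cutoff, the plate's mean sample inhibition plus 3 SD, cut at about 24% in these data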;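 note: 0% = DMSO plus EC80 ATP and 100% = DMSO alone without ATP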
# * marks the source's active call; other numbers are inactive results; . = no result given. Rows were taken by chance. Share with any hit: about 3.3%.
# A first look, eight compounds:
# Each structure is followed by: TAAR1 antag	M1 PAM parental	CHO parental Ca	M1 ag	M1 ag parental	OXTR potentiate	V1R ag counter	TAAR1 ag	CHO-K1 Ca antag
N#CC1=C(SCC(=O)c2ccccc2)NC2=C(C(=O)CCC2)C1c1ccco1 (configuration not stated)
→ 8	-6	0	-5	1.3	-10	0.4	7	31*
Cc1cccc(C)c1NC(=O)C/C(N)=N/O
→ -2	-5	5	-1	-0.2	-4	-0.5	9	4
O=C(COCc1ccccc1)N[C@@H](Cc1ccc(O)cc1)C(=O)O
→ 11	-17	-4	-2	-0.1	-12	1.2	8	11
CCOc1ccc(OCC)c(NC(=O)C2CCN(c3ncccn3)CC2)c1
→ 12	28	-20	-7	0.1	-5	-1.5	-2	-12
CCOc1ccccc1NC(=O)N1CCN(S(C)(=O)=O)CC1
→ -20	24	-18	-8	0.9	-5	-0.6	3	-10
CC(=O)Nc1cccc(NC(=O)Nc2cccc3ccccc23)c1
→ 3	-4	-5	2	1.7	-5	3.9	8	3
COCCn1c(-c2ccc(OC)cc2)cnc1N
→ -6	-7	-7	-6	-0.4	-5	-0.1	18	19
Cn1ccnc1C1CCCCN1Cc1nc(Cc2ccccc2F)no1 (configuration not stated)
→ -20	12	-10	-7	3.5	-2	0.0	1	-12

# The list itself, from the first entry:
# Each structure is followed by: TAAR1 antag	M1 PAM parental	CHO parental Ca	M1 ag	M1 ag parental	OXTR potentiate	V1R ag counter	TAAR1 ag	CHO-K1 Ca antag
N#CC1=C(SCC(=O)c2ccccc2)NC2=C(C(=O)CCC2)C1c1ccco1 (configuration not stated)
→ 8	-6	0	-5	1.3	-10	0.4	7	31*
Cc1cccc(C)c1NC(=O)C/C(N)=N/O
→ -2	-5	5	-1	-0.2	-4	-0.5	9	4
O=C(COCc1ccccc1)N[C@@H](Cc1ccc(O)cc1)C(=O)O
→ 11	-17	-4	-2	-0.1	-12	1.2	8	11
CCOc1ccc(OCC)c(NC(=O)C2CCN(c3ncccn3)CC2)c1
→ 12	28	-20	-7	0.1	-5	-1.5	-2	-12
CCOc1ccccc1NC(=O)N1CCN(S(C)(=O)=O)CC1
→ -20	24	-18	-8	0.9	-5	-0.6	3	-10
CC(=O)Nc1cccc(NC(=O)Nc2cccc3ccccc23)c1
→ 3	-4	-5	2	1.7	-5	3.9	8	3
COCCn1c(-c2ccc(OC)cc2)cnc1N
→ -6	-7	-7	-6	-0.4	-5	-0.1	18	19
Cn1ccnc1C1CCCCN1Cc1nc(Cc2ccccc2F)no1 (configuration not stated)
→ -20	12	-10	-7	3.5	-2	0.0	1	-12
CCS(=O)(=O)NCC(c1cccnc1)N1CCN(c2ccccc2F)CC1 (configuration not stated)
→ -26	-3	-11	-3	0.0	-15	0.9	2	11
COc1ccc(C2=NN(C(=O)CSc3nc(=O)n4cccc(C)c4n3)C(c3ccc(C)cc3)C2)cc1 (configuration not stated)
→ -16	15	-25	-2	2.3	-10	-0.4	0	-7
Cc1ccc[n+](-c2[nH]c(=O)sc2/C=N/N=C(\[O-])CCn2c3ccccc3c3ccccc32)c1
→ -15	13	-17	-4	0.4	3	-0.7	2	-8
Cc1ccc(C(=O)N2CCN(CCNC(=O)C(=O)NC(C)C)CC2)cc1
→ 10	11	4	-8	-0.5	0	0.1	-1	-9
NC(=O)c1ccsc1NC(=O)CN1C(=O)C2CC=CCC2C1=O (configuration not stated)
→ -5	-9	-14	-4	0.0	-5	0.0	9	15
O=C(NCc1ccco1)C(=O)c1cn(CC(=O)N2CCCCCC2)c2ccccc12
→ -12	7	-17	-4	3.8	-10	-0.6	10	-4
Cc1ccc(Nc2c(-c3ccccc3)nc3cnccn23)cc1
→ -34	10	-22	-6	-0.3	2	-1.2	-3	-2
Cc1ccc(-n2c(SCC(N)=O)nc(O)cc2=O)cc1
→ 33	24	-8	-3	1.1	-4	1.1	0	-13
CC(C)CCNC1=NCCCCC1
→ -7	-9	-7	-8	0.1	-5	-0.2	2	1
COc1ccc(C(O)c2nccn2Cc2ccccc2)cc1OC (configuration not stated)
→ 11	7	-10	3	4.1	-5	5.8	0	-9
Cc1ccc(C(=O)NCCNC(=O)c2ccc(C)nc2)cc1
→ -15	10	3	-3	0.5	3	-1.2	0	-11
O=c1c2ccccc2nc2c3ccccc3c(NCCO)nn12
→ 24	14	-9	-3	0.3	0	-0.6	2	-13
CCCS(=O)(=O)NC(=O)C1(C)CCN(C(=O)c2ccccc2OC)C1 (configuration not stated)
→ -10	-4	.	-1	0.3	.	.	1	-5
Cc1ccc(S(=O)(=O)C2(C(=O)N3CCCCC3C)CC2)cc1 (configuration not stated)
→ 0	25	-18	-2	-0.2	-3	0.5	2	5
CCCCCC(=C/c1ccccc1)/C=N/Nc1ccc(S(=O)(=O)N2CCOCC2)cc1[N+](=O)[O-]
→ 1	6	.	-2	0.2	.	.	0	-8
COc1cc(C2NC(=O)NC(c3ccccc3)=C2C(C)=O)cc(Cl)c1OCC(=O)O (configuration not stated)
→ 5	15	6	-7	-0.4	-9	1.0	5	2
COc1cc(NC(=O)CSc2nncn2C)cc(OC)c1OC
→ 8	12	2	-5	0.3	4	2.6	1	-15
O=C(O)CCSCC(=O)c1ccc2c(c1)OCCO2
→ -16	-2	-10	-2	-0.1	-26	0.0	-1	-5
CCC(C)c1ccccc1N1CC(C(=O)Nc2ccc(C)c(S(=O)(=O)N3CCOCC3)c2)CC1=O (configuration not stated)
→ 2	9	-5	-5	1.9	-5	-0.6	2	1
CCCCCCCOc1ccc(-c2ccc(C#N)cn2)cc1
→ 11	14	-14	-6	0.1	-2	-0.8	1	-3
Cc1occc1C(=O)NNC(=S)NCc1ccccc1
→ -6	-11	-17	0	0.5	-2	0.8	2	13
N#Cc1ccc(C(=O)N2CCN(S(=O)(=O)c3ccc(Br)s3)CC2)cc1
→ -12	11	-6	-4	7.0	-8	2.0	6	-3
COc1ccccc1NC(=S)NCc1ccc2c(c1)OCO2
→ 5	-8	-5	-7	0.1	-10	1.3	0	13
CCC1CCCCN1CCCNC(=O)CN1C(=O)COc2ccc(S(=O)(=O)N3CCC(C)CC3)cc21 (configuration not stated)
→ -15	12	1	-5	1.0	-8	-0.5	0	-12
C/C(=N\Nc1cc(Cl)nc(C)n1)c1ccc(Cl)c(Cl)c1
→ -6	17	-11	-6	1.8	-5	0.0	0	-12
Cc1ccc(Cl)cc1NC(=S)N(Cc1cccs1)C1CCCC1
→ 4	16	-16	-7	1.7	-4	-0.6	1	-17
CC1(c2ccc(OC(F)F)cc2)NC(=O)N(CC(=O)Nc2ccc3c(c2)OCO3)C1=O (configuration not stated)
→ 51*	20	40*	39*	29*	-10	45*	110*	-14
Cc1ccc(NC(=O)CN(C)C(=O)COC(=O)c2ccc(NC(=O)CC#N)cc2)cc1
→ -1	-11	0	-2	0.5	-2	1.0	1	2
NC(Cc1cccc2nsnc12)C(=O)O (configuration not stated)
→ -18	23	-3	-5	0.7	-2	0.8	1	-10
Cc1ccc(SCCNC(=O)c2ccc(C)c([N+](=O)[O-])c2)cc1
→ 23	7	-13	-5	1.3	-9	1.3	11	-2
COc1ccc(C(C)(O)c2nc(-c3cccc(C(C)C)c3)cs2)cc1 (configuration not stated)
→ 10	18	.	-5	1.3	.	.	2	-10
CCCCc1cc(=O)oc2cc(OC(C)C(=O)NCCN3CCOCC3)ccc12 (configuration not stated)
→ 6	18	.	-5	1.0	.	.	2	-16
COC(=O)COc1ccc(S(=O)(=O)NCc2cccnc2)cc1
→ -6	16	-1	-3	1.0	-2	-0.1	2	-13
Cc1cc(C(=O)OCC(=O)N2CCc3ccccc32)c(C)o1
→ -9	4	-13	-2	-0.2	-9	-1.4	4	-7
OC(COc1ccc2c(c1)CCC2)CN1CCN(c2ccccc2F)CC1 (configuration not stated)
→ -13	11	-18	-7	2.8	0	2.2	12	-17
CCCCCc1cc(=O)oc2c(C(CCN3CCCC(C)C3)c3ccc(OC)cc3)c(OC)cc(OC)c12 (configuration not stated)
→ 6	8	8	7	1.1	-10	12	40*	-1
COc1ccc(-c2cc(Nc3ccccc3NC(=O)C(F)(F)F)n(CCC#N)n2)cc1
→ 9	9	-8	0	2.3	-12	4.5	9	-6
COC(=O)c1ccc(C(=O)OC)c(NC(=O)CN(c2ccc3c(c2)OCO3)S(C)(=O)=O)c1
→ 3	1	-12	-3	0.4	-2	0.5	4	-7
Cc1ccc([C@@H]2C[C@H]3[C@@H](CN2S(=O)(=O)c2ccc(C)cc2)C(=O)C[C@@H](c2ccc(C)cc2)N3S(=O)(=O)c2ccc(Cl)cc2)cc1
→ -10	24	.	0	0.8	.	.	1	-19
COc1cccc(C(=O)NCc2ccccc2OC)c1
→ 9	14	-12	-4	0.1	-1	-0.1	13	-14
CC(=O)c1ccc(N2CCN(C(=O)Cc3n[nH]c(=O)c4ccccc34)CC2)cc1
→ -23	-1	-3	-4	1.6	-10	0.8	0	-18
O=C(NCc1cccnc1)/C(=C/c1ccco1)NC(=O)c1ccccc1
→ -21	15	-12	0	0.7	-9	-0.7	10	-14
COC(=O)c1ccc(NC(=O)c2ccc(N(C)S(C)(=O)=O)cc2)cc1
→ -8	-11	-10	-1	3.3	-10	7.0	6	-2
